# Luc counter: Counterscreen for Luciferase (Kinase-Glo TM) Inhibition | Luciferin 4-monooxygenase (Photuris pensylvanica), Q27757 | Potency, µM (titrated, usually from 38.3 µM), inactives show top-dose activity change, negative = inhibition, most hits filed as inhibitors | Kinase-Glo luciferase, ATP luminescence, 8 min | hit rate 0.28% among 200,000; also: potency is read from the fitted curve at half-maximal effect; % is scaled to controls: 0 for no effect and ±100 for the full control effect; nearly all actives have a fitted effect of over 60% in size
#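 Kinase-Glo luciferase light output from ATP and luciferin was measured with 10 uM ATP, within the enzyme's linear range. Buffer: 50 mM imidazole pH 7.2, 50 mM KCl, 7 mM MgCl2, 0.01% Tween 20, 0.05% BSA; luminescence read after 8 min at ambient temperature.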
# HTT aggregate: qHTS Multiplex Assay to Identify Dual Action Probes in a Cell Model of Huntington: Aggregate Formation (GFP); PC12 HttQ103-GFP aggregates, Acumen cytometry, 40 h; Potency, µM (doses to about 46.1 µM), inactives show at the highest dose activity change, negative = inhibition, most hits filed as inhibitors; hit rate 1.1% among 220,000; AID 1688, 2009; also: potency is read from the fitted curve at half-maximal effect; % is scaled to controls: 0 for no effect and ±100 for the full control effect; nearly all actives have a fitted effect of over 60% in size
#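 PC12/HTTQ103-GFP, ecdysone-inducible; teb 100 nM; cpd qHTS titration; GFP aggregates read on laser cytometer, Ex 488/Em 500-530 nm.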
# LMNA splice mod: qHTS Assay for Modulators of Lamin A Splicing. HeLa LMNA splicing GFP/RFP minigene ratio, 48 h. Potency, µM (highest dose often 46.1 µM), inactives show at the top dose ratio change, negative = inhibition, hits mostly inhibitors. hit rate 0.01% among 200,000. AID 1487, 2009; active = well fitted inhibition curve with a large enough effect in the signal ratio, with a control signal flat, not every such curve was filed as active; inconclusive = small, poorly fitted or top-dose-only effect, or effect the other way, or a change in a side signal; the % refers to the signal ratio; also: potency is read from the fitted curve at half-maximal effect; % is scaled to controls: 0 for no effect and ±100 for the full control effect
#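 S3 HeLa cells stably expressing lamin A-EGFP splicing minigene plus DsRed2, 600 cells/well, 48 h compound exposure at 37C. Laser-scanning cytometry; analysed as GFP (500-530 nm)/RFP (575-640 nm) total intensity ratio; 0.5% DMSO vehicle.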
# HTT ATP protect: qHTS Multiplex Assay to Identify Dual Action Probes in a Cell Model of Huntington: Cytoprotection (ATP); AID 1471, 2008; Potency, µM (series often up to 56.4 µM), for inactives: cytoprotection (ATP increase), usual class: activators; hit rate 0.14% among 230,000; PC12 HTT-Q103 induced, cytoprotection, ATP luminescence, 40 h;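 also: potency is read from the fitted curve at half-maximal effect; % of control where 0% means no effect; nearly all actives have a fitted effect of over 45% in size; toxic huntingtin expression switched on by the ecdysone agonist tebufenozide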
#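 Stable PC12 Q103-GFP cells in serum-supplemented, phenol red-free DMEM; induction by tebufenozide at 100 nM final; compound dose series; cell viability quantified luminescently from ATP.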
# IMPase Li cell: qHTS Assay for Identifying the Cell-Membrane Permeable IMPase Inhibitors: Potentiation with Lithium. hit rate 0.35% among 210,000. CHO-M1 cells, IP1 TR-FRET (IP-One), carbachol + lithium. Potency, µM (series often up to 59.4 µM), for the others: top-dose activity, negative = IMPase inhibition, usual class: inhibitors;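 also: IP1 builds up when IMPase is blocked and the TR-FRET signal falls; potency is read from the fitted curve at half-maximal effect; plate controls were basal vehicle for no effect and high inhibitor control for full effect; nearly all actives have a fitted effect of over 50% in size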
#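 Steps: plate 2000 CHO-M1 cells per well and culture 16–30 h; add compound and lithium; incubate 30 min, 37C; add d2-IP1 tracer and Eu cryptate anti-IP1 antibody in lysis buffer; read after 10 min at room temperature.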
# SMN2 splice up: qHTS Assay for Enhancers of SMN2 Splice Variant Expression; HEK293 SMN2-luciferase splicing reporter, luminescence, 30-36 h; Potency, µM (series often up to 46.1 µM), for the others: top-dose activity change, positive = activation, actives largely listed as activators; hit rate 2.8% among 210,000; also: potency is read from the fitted curve at half-maximal effect; % of control where 0% means no effect; nearly all actives have a fitted effect of over 55% in size
#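 HEK293 cells carry an SMN2 […]–luciferase reporter in which exon 7 inclusion puts luciferase in frame. Cells were plated 10-12 h before compound addition, then incubated 30-36 h at 37C. ONE-Glo luminescence was read; sodium butyrate at 4.5 mM final served as control.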
# CBFb RUNX1 block: qHTS Assay for Compounds Blocking the Interaction Between CBF-beta and RUNX1 for the Treatment of Acute Myeloid Leukemia. Potency, µM (series often up to 59.8 µM), for the others: at the highest dose activity, negative = inhibition, actives largely listed as inhibitors. Runt-related transcription factor 1 (Homo sapiens) + Core-binding factor subunit beta …. AlphaScreen CBFb-His/RUNX1-biotin binding, biochemical. 230,000 tested, under 10 active. AID 1477, 2009; also: % of control where 0% means no effect
# Target sequence (Q01196 whole entry, looked up): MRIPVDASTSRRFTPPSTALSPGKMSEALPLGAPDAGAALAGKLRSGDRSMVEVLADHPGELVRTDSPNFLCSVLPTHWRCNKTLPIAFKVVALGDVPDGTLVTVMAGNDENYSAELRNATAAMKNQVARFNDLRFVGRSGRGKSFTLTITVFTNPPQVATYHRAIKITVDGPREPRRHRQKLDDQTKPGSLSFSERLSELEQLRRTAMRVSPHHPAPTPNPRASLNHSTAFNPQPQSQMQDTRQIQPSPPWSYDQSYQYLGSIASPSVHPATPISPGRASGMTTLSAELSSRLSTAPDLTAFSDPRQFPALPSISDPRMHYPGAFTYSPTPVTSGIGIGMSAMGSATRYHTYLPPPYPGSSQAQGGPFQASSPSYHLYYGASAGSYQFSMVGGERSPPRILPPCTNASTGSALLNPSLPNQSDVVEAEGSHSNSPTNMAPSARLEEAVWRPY
# Target sequence (Q13951 whole entry, looked up): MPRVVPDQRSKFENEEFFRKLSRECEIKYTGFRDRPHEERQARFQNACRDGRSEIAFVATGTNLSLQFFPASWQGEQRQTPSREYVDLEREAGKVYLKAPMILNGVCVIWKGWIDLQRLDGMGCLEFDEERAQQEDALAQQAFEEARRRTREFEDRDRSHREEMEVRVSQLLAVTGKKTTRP
#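 AlphaScreen binding: CBFb-His and RUNX1-biotin (30 nM each) preincubated 20 min, compound added for 15 min, then nickel and streptavidin beads for 90 min, all at room temperature. Disruption of the interaction by any mechanism counts as activity.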
# Starred values were filed as active, the others as inactive; u = inconclusive; x = no result given; [ ] = remark or other dose. Unless noted, calls follow the shape of the dose curve; as a rule, active = well fitted curve in the direction sought with a large enough effect; inconclusive = small, poorly fitted or top-dose-only effect, or another doubt; inactive = no such curve, though single readings can be large; an effect the other way counts as inactive or inconclusive.
# Screens in order: Luc counter, HTT aggregate, LMNA splice mod, HTT ATP protect, IMPase Li cell, SMN2 splice up, CBFb RUNX1 block
- CCCCOc1ccc(-c2ncc(Cl)cn2)cc1
    -1.4%, -2.7%, 4.0%, -8.8%[10 µM], 21.0%[38.3 µM], 12.6µM*, 3.9%
- COC(=O)CSc1nc(C)c(Oc2ccccc2)c(=O)[nH]1
    0.9%, 2.1%, -1.8%, 10.0%, -4.7%[38.3 µM], -1.4%, 12.2%
- C=CCN1CCN(Cc2cnc(Cl)s2)CC1
    3.1%, 10.0%, 1.9%, -16.3%[10 µM], -4.3%, -11.7%, 18.3%
- CCC(C)NC(=O)CC(NS(=O)(=O)c1ccc(C)cc1)c1ccc(OC)cc1 (stereo not given)
    -1.8%, -6.5%, u, x, -10.9%, 16.2%, 6.7%
- CCCCNC(=O)NS(=O)(=O)c1cnccc1Sc1ccc(Cl)cc1
    3.5%, 5.4%, 3.1%, -7.5%, -11.4%[38.3 µM], 26.2%, 0.4%
- CC(=O)N1N=C(c2ccc(Br)cc2)OC12CCCC2
    x, -1.4%[9.22 µM], x, 2.2%[10 µM], x, x, 7.8%
- CC1(C)CC(=O)C=C(NCCN2CCN(C(=S)Nc3ccccc3)CC2)C1
    x, 0.6%[9.22 µM], x, 15.6%[10 µM], x, x, -5.7%
- COc1ccc(NC(=O)CN2CCC3(O)CCCCC3C2c2ccccc2OC)cc1 (stereo not given)
    10.3%, 4.3%, 1.7%, -18.3%, -6.3%[38.3 µM], -5.4%, 4.9%
- CC(C)(C)OC(=O)N1CCC(C(=O)O)CC1
    -0.3%, -2.8%[9.22 µM], 1.8%, -4.9%, -16.6%[38.3 µM], 1.9%, -0.2%
- c1ccc(CCNCc2ccco2)nc1
    -1.8%[7.66 µM], x, x, -7.4%[10 µM], -10.6%, -16.2%[9.22 µM], x
- COc1ccc(N(C)S(=O)(=O)c2cccc(C(=O)Nc3nc4ccccc4[nH]3)c2)cc1
    -1.8%, u, x, x, 4.3%, -78.6%[inhibitor], -18.5%
- O=c1c2ccccc2nnn1COc1ccc(Cl)cc1Br
    0.1%, -4.0%, -6.8%[46 µM], -22.4%, 18.0%, u, -1.9%
- CCc1nnc(N2C(=O)c3ccc(Oc4ccc([N+](=O)[O-])cc4)cc3C2=O)s1
    3.3%, -13.0%, -13.4%, -2.9%[10 µM], -5.7%, 13.7%, -3.5%
- COCCn1c(CCC(=O)O)nc2c1c(=O)[nH]c(=O)n2CC(C)C
    0.5%, 6.9%, 8.5%, 4.3%[10 µM], -0.1%[38.3 µM], 0.7%, 0.9%
- O=C(Cc1cccs1)N/N=C/c1ccccn1
    x, 19.1%[9.22 µM], x, 24.0%[10 µM], x, x, -0.3%
- O=C(O)/C=C/c1ccccc1Oc1ccccc1
    5.8%, u, -0.4%, -10.3%[10 µM], 2.4%, -7.1%, 5.7%
- CC(=O)N(/N=C1\Sc2ccccc2C1=O)c1ccc(C)cc1C
    -3.6%, -2.4%, u, -62.3%[inhibitor], 9.4%[38.3 µM], -67.5%[inhibitor], -21.5%
- CC(C)(C)S(=O)c1cccs1 (stereo not given)
    -2.3%, -3.0%, 14.3%, -11.1%, 25.2%[38.3 µM], u, 3.7%
- CSc1n[nH]c(NCc2cccs2)n1
    -0.7%, 0.6%, 7.5%, -17.1%, 20.2%[38.3 µM], 4.6%, 5.1%
- CC(=O)Nc1cccc(NC(=O)C(F)(F)F)c1
    4.3%, -1.4%, x, -24.1%, -10.6%, 0.7%, -1.9%
- COc1ccccc1CNc1nc2nc(C)cc(=O)n2[nH]1
    -1.4%, 3.7%, -21.1%, 1.8%, 25.9%[38.3 µM], x, 6.6%
- O=C(Nc1cccc(C(F)(F)F)c1)c1cccnc1
    10.6%, 1.3%, 6.7%, -15.2%, -9.8%[38.3 µM], -10.1%, 1.9%
- COc1cc(/C=N/NC(=O)C2COc3ccccc3O2)cc(OC)c1OC (stereo not given)
    -1.5%, -26.4%, 0.4%, x, -2.6%, 0.1%, -4.3%
- Cc1cc(NS(=O)(=O)c2ccc(OCCNS(C)(=O)=O)cc2)no1
    1.1%, -11.9%, -8.3%, 6.1%, 13.0%[38.3 µM], -2.5%, 6.3%
- CCOC(=O)CSc1nc(NCc2ccco2)c2ccccc2n1
    -2.7%, 7.5%, 1.1%, 8.0%, 11.4%[38.3 µM], 15.1%, 2.9%
- Cc1nc(CN2CCOCC2)cc(=O)[nH]1
    1.2%, -3.9%, -4.4%, -10.5%[10 µM], 21.4%[38.3 µM], 15.4%, -15.9%
- CC1CC(C)CN(S(=O)(=O)c2ccc3c(c2)oc(=O)n3CC(=O)NCc2cccnc2)C1 (stereo not given)
    x, 13.5%[9.22 µM], x, 26.2%[10 µM], x, x, 4.0%
- COCC(C)NC(=O)CCS(=O)(=O)c1nc(-c2ccc(OC)cc2)cc(C(F)(F)F)n1 (stereo not given)
    -4.2%, u, u, -23.3%[1.9 µM], -1.2%[38.3 µM], u, 7.9%
- CCN(CC)c1ccc(C(=O)Nc2cccc(F)c2)cc1
    -0.8%, -9.8%, u, -72.0%[inhibitor], 14.0%[38.3 µM], 8.91µM*, -0.7%
- CN1CCCC(OC(=O)CCCC(=O)OC2CCCN(C)C2)C1 (stereo not given)
    -1.0%, -17.3%, 1.9%, -0.7%[10 µM], 27.3%[38.3 µM], x, -4.8%

# Record cards (already shown). Screens in order: Luc counter, HTT aggregate, LMNA splice mod, HTT ATP protect, IMPase Li cell, SMN2 splice up, CBFb RUNX1 block
# `COCC(C)NC(=O)CCS(=O)(=O)c1nc(-c2ccc(OC)cc2)cc(C(F)(F)F)n1` (stereo not given) reads -4.2%, u, u, -23.3%[1.9 µM], -1.2%[38.3 µM], u, 7.9%
# `CCOC(=O)CSc1nc(NCc2ccco2)c2ccccc2n1` reads -2.7%, 7.5%, 1.1%, 8.0%, 11.4%[38.3 µM], 15.1%, 2.9%
# `Cc1nc(CN2CCOCC2)cc(=O)[nH]1` reads 1.2%, -3.9%, -4.4%, -10.5%[10 µM], 21.4%[38.3 µM], 15.4%, -15.9%
# `O=C(Nc1cccc(C(F)(F)F)c1)c1cccnc1` reads 10.6%, 1.3%, 6.7%, -15.2%, -9.8%[38.3 µM], -10.1%, 1.9%

# Additional compounds follow.
# Screens in order: Luc counter, HTT aggregate, LMNA splice mod, HTT ATP protect, IMPase Li cell, SMN2 splice up, CBFb RUNX1 block
- O=C1NC2(CCC3(CC2)OCCO3)NN1c1ccc(Cl)cc1
    1.0%, 15.7%, 9.1%[46 µM], -49.8%[inhibitor], -1.1%, -2.0%, -0.6%
- Cn1cc(Br)cc2nc(C(F)(F)F)nc1-2
    1.1%, u, 11.6%, 1.6%, 0.2%[38.3 µM], -1.0%, 1.6%
- Cc1ccc(S(=O)(=O)N(C)C)cc1NC(=O)C(C)OC(=O)/C=C/c1cccs1 (stereo not given)
    x, -10.6%[9.22 µM], x, -7.7%[10 µM], x, x, 2.9%
- COC(=O)c1cc(=O)c2c(C)nc(C(Cl)(Cl)Cl)nc2[nH]1
    0.1%, -7.1%, 16.6%[46 µM], 4.5%[10 µM], -2.6%, -3.3%, -7.0%
- C=CCn1cnc2sc(C(=O)Nc3ccccc3OC)c(C)c2c1=O
    -2.4%, 1.1%[9.22 µM], 4.5%[46 µM], 3.1%[10 µM], 18.8%, x, 6.5%
- Cc1ccccc1C(=O)N1CCc2c([nH]c3ccccc23)C1C(F)(F)F (stereo not given)
    x, 8.1%[9.22 µM], x, 8.2%[10 µM], x, x, -0.3%
- COc1ccc(OC)c(S(=O)(=O)N2CCC(C(=O)NCc3ccccc3OC)CC2)c1
    7.2%, -5.5%, -17.8%, -7.7%[0.074 µM], -1.6%, -16.6%, 20.1%
- CCN1CCCC1CNC(=O)Cn1cccc1C(=O)c1ccccc1 (stereo not given)
    -3.3%, -6.4%, -2.0%, 21.1%[10 µM], 4.7%, 5.3%, 18.1%
- CC(C)=CCN1CCN(Cc2ccc(N3CCNC3=O)cc2)CC1CCO (stereo not given)
    1.3%, 0.0%[9.22 µM], x, -5.6%[10 µM], 12.4%, 7.7%, -1.5%
- COCCN(CC(=O)NCc1ccc2c(c1)OCO2)C(=O)CCC(=O)Nc1nccs1
    5.7%, 2.4%, -0.2%, -4.9%[10 µM], 0.6%, 10.0%, -0.8%
- O=C(CCN1C(=O)c2cccc3cccc(c23)C1=O)NCC1CCCO1 (stereo not given)
    x, -24.9%[9.22 µM], x, 9.8%[10 µM], x, x, 25.0%
- CCCC(=O)OCC(=O)c1[nH]c(C)c(C(C)=O)c1C
    -6.0%, -15.3%, 8.9%[46 µM], -2.4%[10 µM], 7.3%, 0.5%, 0.1%
- N#Cc1c(-c2ccccc2F)cc(-c2cccnc2)nc1N
    -3.6%, -28.7%, -2.9%, 14.8%[10 µM], -1.5%, 8.5%, 22.5%
- Cc1ccc(CNC(=O)c2cc3c(=O)n4ccccc4nc3n(CC3CCCO3)c2=N)cc1 (stereo not given)
    0.8%, 2.2%, -1.5%, -6.8%, 37.3%[activator][38.3 µM], -24.0%, 6.6%
- CCCOc1ccc(S(=O)(=O)N2CCCC2)cc1[N+](=O)[O-]
    x, 0.9%[9.22 µM], x, 4.2%[10 µM], x, x, 4.2%
- COc1ccccc1CN=C1NC(=O)C(CC(=O)Nc2ccc(C(C)=O)cc2)S1 (stereo not given)
    x, -1.3%[9.22 µM], x, 11.2%[10 µM], x, x, -8.2%
- Cc1cc(Br)ccc1SCC(=O)OCC(=O)Nc1ncc(C(F)(F)F)cc1Cl
    -1.9%, 2.2%, 14.1%, u, -5.1%, 5.0%, 2.1%
- CCOc1ccc(C(=O)NC2CCN(C(=O)NCc3ccccc3)CC2)cc1
    -2.1%, 8.8%, 2.2%, -6.6%, -24.0%[38.3 µM], -6.1%, -3.9%
- N#CCC(=O)N/N=C/c1cc([N+](=O)[O-])ccc1N1CCCC1
    -3.4%, -11.9%, x, -12.6%, 2.2%, -57.4%[inhibitor], -16.5%
